Screening results deposited in PubChem BioAssay by several laboratories.
Rad51 HR inh: Rad51 (human) homologous recombination inhibition. inhibition, % at 10 µM. actives 0.085% (n = 200,000). hRad51 DNA strand exchange, fluorescence dequenching. Q06609;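 active means inhibition above 40% at the single screening dose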;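 further: 0% = DMSO control wells and 100% = blanks with heterologous ssDNA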
Target sequence (Q06609 whole entry, looked up): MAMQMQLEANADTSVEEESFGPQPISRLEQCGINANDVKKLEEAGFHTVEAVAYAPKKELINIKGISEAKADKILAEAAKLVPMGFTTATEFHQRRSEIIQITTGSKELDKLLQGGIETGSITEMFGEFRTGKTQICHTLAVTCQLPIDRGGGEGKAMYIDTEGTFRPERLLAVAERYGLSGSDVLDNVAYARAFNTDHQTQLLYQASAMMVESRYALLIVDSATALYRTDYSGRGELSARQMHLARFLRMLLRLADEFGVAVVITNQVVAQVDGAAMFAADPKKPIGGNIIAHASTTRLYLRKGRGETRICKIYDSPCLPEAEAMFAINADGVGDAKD
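Test system: preformed human Rad51 ssDNA filaments; also added: Donor/quencher-labelled 47-bp dsDNA substrate; doses: 10 µM final, single point; times: 37 °C 15-min filament assembly, 30-min compound preincubation, 15-min exchange; detection: FRET fluorescence dequenching, excitation 485 nm, emission 520 nm; read-out basis: Fluorescence-based percent inhibition, control- and blank-normalised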
eIF4E 4G PPI: inhibitors of eIF4E and eIF4G interaction in translation initiation; P63073+Q04637; TR-FRET eIF4E-eIF4GI(517-606) binding, 2 h; inhibition, % at 21.7 µM; actives 0.37% (n = 220,000); AID 782;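 active means inhibition above about 30%, limit read from the data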;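 further: 0% = full FRET control wells and 100% = background wells lacking eIF4GI fragment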
p97 inhibitor: human p97 ATPase inhibition. recombinant p97 ATPase, Kinase-Glo ATP luminescence, 3 h. AID 1481. inhibition, % at 8 µM. actives 0.42% (n = 220,000). P55072; in the data active means inhibition above about 15%;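 further: 0% = DMSO vehicle and 100% = wells lacking enzyme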
14-3-3 Bad PPI: disrupts binding of bovine 14-3-3 zeta to phospho-Bad peptide. P63103. TR-FRET 14-3-3zeta/Dy647-pBad peptide displacement, 1 h. inhibition, % at 21.7 µM. actives 0.71% (n = 220,000). AID 781;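 active means inhibition above about 70%, limit read from the data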;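 further: 0% = full 14-3-3 plus peptide FRET controls and 100% = background without 14-3-3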
Target sequence (P63103 whole entry, looked up): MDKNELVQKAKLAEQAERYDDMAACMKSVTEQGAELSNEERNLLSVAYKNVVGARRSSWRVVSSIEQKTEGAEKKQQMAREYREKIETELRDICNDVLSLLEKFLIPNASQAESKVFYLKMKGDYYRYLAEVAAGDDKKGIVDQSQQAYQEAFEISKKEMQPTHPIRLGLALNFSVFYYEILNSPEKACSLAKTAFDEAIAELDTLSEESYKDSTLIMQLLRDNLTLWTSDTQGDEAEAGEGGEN
KLK5 inh: blocks human kallikrein 5 protease activity; Q9Y337; recombinant hK5, fluorogenic AMC substrate cleavage; inhibition, % at 5 µM; actives 0.59% (n = 210,000); AID 873;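 active means inhibition of 40% or more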;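 further: 0% = enzyme controls without compound and 100% = no-enzyme blanks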
FXIIa inh 1536: inhibitors of human coagulation factor XIIa; inhibition, % at 5 µM; actives 0.3% (n = 220,000); purified FXIIa, Boc-QGR-AMC fluorogenic substrate, 2 h; P00748; in the data active means inhibition above about 40%;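 further: 0% = enzyme with no compound and 100% = blank without enzyme; many of its hits are not listed in these tables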
Mdm2 ligase inh: Mdm2 E3 ligase (human) inhibition | Q00987 | cell-based MDM2 ubiquitination luciferase reporter, 2 h; 0 = plate control, 100 = twice control, blank-subtracted | signal enhancement, % at 5 µM | actives 0.11% (n = 210,000) | AID 1230;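 active means signal enhancement of 30% or more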;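 further: luminescence tracks abundance of the self-degrading MDM2-luciferase fusion protein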
Target sequence (Q00987 whole entry, looked up, the tested form may be a part): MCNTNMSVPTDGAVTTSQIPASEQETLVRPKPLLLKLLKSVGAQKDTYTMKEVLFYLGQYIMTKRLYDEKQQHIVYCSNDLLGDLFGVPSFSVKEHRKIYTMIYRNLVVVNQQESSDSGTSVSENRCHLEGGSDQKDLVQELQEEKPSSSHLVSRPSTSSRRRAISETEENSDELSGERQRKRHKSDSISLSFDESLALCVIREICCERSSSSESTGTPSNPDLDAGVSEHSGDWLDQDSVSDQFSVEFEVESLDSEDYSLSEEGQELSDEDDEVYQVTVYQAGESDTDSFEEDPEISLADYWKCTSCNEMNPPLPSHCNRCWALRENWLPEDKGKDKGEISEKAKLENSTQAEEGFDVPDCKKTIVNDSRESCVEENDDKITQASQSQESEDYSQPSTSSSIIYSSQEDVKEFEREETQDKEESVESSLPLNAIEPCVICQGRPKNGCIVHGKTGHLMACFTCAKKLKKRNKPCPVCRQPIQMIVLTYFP
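Material: Stable MDM2–luciferase fusion reporter cells | Amount: 2000 cells seeded into each well | Dosing: One concentration, 5 µM, with 0.2% DMSO | Incubation: 4 h cell settling then 2 h compound exposure, 37 °C | Measured by: Luciferase luminescence | Read-out basis: % enhancement relative to plate controls after blank subtraction | Benchmarks: Control and blank well means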
FXIa inh 1536: factor XIa (human) inhibition | P03951 | purified FXIa, Boc-Glu-Ala-Arg-AMC fluorogenic substrate | inhibition, % at 5 µM | actives 0.14% (n = 220,000) | AID 798;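 active means inhibition of at least 40%; inactive means inhibition below 40%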;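 further: fluorescence of freed AMC excited at 355 nm; 0% = enzyme without compound and 100% = no enzyme blank; many of its hits are not listed in these tables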
Wee1 stabilizer: human Wee1 degradation inhibition, primary screen | P30291 | HeLa Luc-Wee1K328M stability, luciferase luminescence; 100% = proteasome inhibitor MG132 effect | actives 1.2% (n = 220,000) | reporter increase, % at 5 µM;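 active means activation above the mean of all tested compounds plus 3 SD, set per screening run, cut at about 8.8% in these data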;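 further: cells exposed to compound for 20 h before luminescence read; 0% = DMSO alone and 100% = MG132 at 30 µM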
The depositor's hits bear a star; . = not tested or not shown; [ ] = remark or other dose. The order is random; 3.5% or so of the library scored in one or more.

1. Cc1nc2ccc(S(=O)(=O)Nc3cccc(-c4nc5cccnc5s4)c3)cc2s1
2. COc1cc(NC(=S)NC(=O)c2cc(C)cc(C)c2)ccc1NC(=O)c1cccs1
3. CC(CN1CCCCC1)OC(=O)Cc1ccc(Cl)cc1 (stereo not drawn)
4. Cc1csc(=NC(=O)c2ccccc2)n1CCO
5. O=C1CN(C(=O)/C=C/c2ccco2)c2ccccc2N1
6. CCOc1c2ccc(C(=O)N[C@H](C)C3CCCCC3)cc2nn1CCOC
7. CCCCN(CCCNC(=O)C1CCN(S(=O)(=O)N2CCOCC2)CC1)Cc1ccccc1
8. Cc1noc(C)c1C(=O)Nc1ccc(F)c(F)c1

Screen / compound no.,1,2,3,4,5,6,7,8
Rad51 HR inh,0,-4,-13,6,-7,-2,2,-5
eIF4E 4G PPI,3,-5,-2,0,13,.,-2,2[fluorescence artefact?]
p97 inhibitor,0,4,5,1,3,0,-2,1
14-3-3 Bad PPI,1,-9[fluorescence artefact?],26[fluorescence artefact?],26,-12,.,-2,7
KLK5 inh,0,-8,-12,-5,-9,-34,0,1
FXIIa inh 1536,5,9,-4,12,-1,6,3,8
Mdm2 ligase inh,.,5,-2,2,-16,-17,-13,-5
FXIa inh 1536,-2,-2,-6,-2,-4,-9,-11,-17
Wee1 stabilizer,-2,-3,-1,-2,-2,4,-1,-1

Copied from the list.
Under eIF4E 4G PPI, no. 1 is entered as 3
Under Mdm2 ligase inh, no. 5 is entered as -16
Under KLK5 inh, no. 4 is entered as -5
Under KLK5 inh, no. 3 is entered as -12
Under FXIIa inh 1536, no. 7 is entered as 3
Under Mdm2 ligase inh, no. 6 is entered as -17

(continued)
9. Cc1nn(C)c(Oc2ccc(Cl)cc2)c1C(=O)Nc1ccc(F)cc1F
10. CC1CCCC(NC(=O)COC(=O)CCSc2ccccc2)C1C (stereo not drawn)
11. CC(=O)N1C(=S)NC(=O)/C1=C1/C(=O)N(CC(=O)Nc2cccc(C)c2)c2ccccc21
12. Cc1ccc(Cn2nnc3c(=O)[nH]c(C4CCCN(S(=O)(=O)c5ccccc5)C4)nc32)cc1 (stereo not drawn)
13. COC(=O)c1nc(N)sc1-c1ccc(Cl)c(Cl)c1
14. Cc1ccc(CN2CCN(/N=C/c3cc([N+](=O)[O-])ccc3Cl)CC2)cc1
15. O=C(NN1C(=O)C2C3C=CC(O3)C2C1=O)c1cccc(O)c1 (stereo not drawn)
16. COc1cccc(-n2c(=O)[nH]cc(C(=O)Nc3ccc(NC(C)=O)cc3)c2=O)c1

Screen / compound no.,9,10,11,12,13,14,15,16
Rad51 HR inh,3,23,-9,6,23,4,9,8
eIF4E 4G PPI,-9,-4,2[fluorescence artefact?],4,3,1,-7,1
p97 inhibitor,-1,-6,-1,-1,6,0,6,3
14-3-3 Bad PPI,-6,-3,4,-2,2,2,-12,12
KLK5 inh,-15,2,-22,-15,-3,0,-8,-3
FXIIa inh 1536,14,11,3,14,5,0,14,2
Mdm2 ligase inh,-15,-2,-9,-11,.,-8,7,-9
FXIa inh 1536,5,0,-2,4,-3,-10,9,-10
Wee1 stabilizer,0,0,1,-2,-2,-3,5,2

Only Wee1 stabilizer and 14-3-3 Bad PPI, for 2 of the compounds above:
No.	Molecule	Wee1 stabilizer	14-3-3 Bad PPI
11	CC(=O)N1C(=S)NC(=O)/C1=C1/C(=O)N(CC(=O)Nc2cccc(C)c2)c2ccccc21	1	4
12	Cc1ccc(Cn2nnc3c(=O)[nH]c(C4CCCN(S(=O)(=O)c5ccccc5)C4)nc32)cc1 (stereo not drawn)	-2	-2

Additional results:
17. CC1CC(C)CN(CCCNC(=O)c2cn(C)c3ccc(S(=O)(=O)N4CCCC4)cc3c2=O)C1 (stereo not drawn)
18. CCOC(=O)CC(=O)CSc1nc2cc(C)ccc2cc1C
19. CC(CN(C)Cc1ccccc1)OC(=O)c1ccc(F)cc1 (stereo not drawn)
20. COc1ccc2ccccc2c1/C=N/NC(=O)c1sc(N)c(C#N)c1C
21. N=c1c2c(ncn1CCCO)Oc1ccc3ccccc3c1C2c1ccccc1 (stereo not drawn)
22. COc1ccccc1N(CC(=O)NCC(C)C)S(=O)(=O)c1cccs1
23. CC(=O)NC1(c2ccccc2)CCN(c2cc(C)nc(-c3ccccc3)n2)CC1
24. O=C(N/N=C/c1ccc(Br)o1)c1ccc2c(c1)OCCO2

Screen / compound no.,17,18,19,20,21,22,23,24
Rad51 HR inh,-7,-2,-6,.,5,-2,4,.
eIF4E 4G PPI,5,-1,7,-2,-3,14,6,1
p97 inhibitor,-8,-1,-2,18*,4,2,2,4
14-3-3 Bad PPI,18,-9,-3,41,4,-3,-16,-4
KLK5 inh,-4,-10,-9,64*,-2,-12,0,-8
FXIIa inh 1536,2,7,10,13,3,8,7,8
Mdm2 ligase inh,-9,-15,-9,-41,-10,11,15,-12
FXIa inh 1536,-4,-4,-3,7,-4,6,-3,-2
Wee1 stabilizer,4,-2,0,0,-1,-1,0,3

Continued, starting with the last four of the part before.
21. N=c1c2c(ncn1CCCO)Oc1ccc3ccccc3c1C2c1ccccc1 (stereo not drawn)
22. COc1ccccc1N(CC(=O)NCC(C)C)S(=O)(=O)c1cccs1
23. CC(=O)NC1(c2ccccc2)CCN(c2cc(C)nc(-c3ccccc3)n2)CC1
24. O=C(N/N=C/c1ccc(Br)o1)c1ccc2c(c1)OCCO2
25. CCNC(=S)NNC(=O)c1csc(CC)c1
26. CN(C)CCCN(C(=O)c1sc2ccccc2c1Cl)c1nc2ccc(F)cc2s1
27. CN=C(Nc1ccc2c(c1)OCO2)SC1CC(=O)N(c2ccccc2)C1=O (stereo not drawn)
28. COc1ccc(C(=O)/C=C/N(C)C)cc1OC
29. CC(C)c1ccc(C2C3CSCC=C3C(C#N)=C(N)C2(C#N)C#N)cc1 (stereo not drawn)
30. Cn1c(=O)c2c(nc3n2CCS3)n(C)c1=O
31. CCOC(=O)C1=C(C)NC(=O)NC1c1ccc(OC)c(Cl)c1 (stereo not drawn)
32. CCOC(=O)C(NCc1ccc(OC)cc1)(NC(C)=O)C(F)(F)F (stereo not drawn)

Screen / compound no.,21,22,23,24,25,26,27,28,29,30,31,32
Rad51 HR inh,5,-2,4,.,-1,6,4,-2,1,-15,-2,.
eIF4E 4G PPI,-3,14,6,1,3[fluorescence artefact?],1,6,-1,8,1,-5[fluorescence artefact?],-1
p97 inhibitor,4,2,2,4,1,2,-6,-11,5,10,2,-1
14-3-3 Bad PPI,4,-3,-16,-4,-2,-3,12,4,9,5,-1[fluorescence artefact?],3[fluorescence artefact?]
KLK5 inh,-2,-12,0,-8,-14,-18,0,-17,-7,-2,-8,-6
FXIIa inh 1536,3,8,7,8,5,5,6,13,18,4,-11,4
Mdm2 ligase inh,-10,11,15,-12,0,-1,-27,-11,-15,-1,-11,-4
FXIa inh 1536,-4,6,-3,-2,-1,-3,13,10,10,4,0,2
Wee1 stabilizer,-1,-1,0,3,1,-1,-2,1,1,0,-2,-3

33. COc1ccc(S(=O)(=O)N2CCCC(C(=O)Nc3cccnc3)C2)cc1Cl (stereo not drawn)
34. O=C(NCCCN1CCN(Cc2ccccc2)CC1)C1CCN(S(=O)(=O)N2CCC3(CC2)OCCO3)CC1
35. COc1cccc2c(=O)cc(C)n(CC(=O)Nc3ccccc3C)c12
36. O=C(CCCC(=O)N(c1ccc2c(c1)OCCO2)C(C(=O)NC1CCCCC1)c1ccc(F)cc1)Nc1ccccn1 (stereo not drawn)
37. Cc1occc1-c1nnc(SCC(=O)N2CCc3ccccc32)o1
38. O=C(CSc1nc2ccccc2c(=O)n1-c1ccc(F)cc1)NCc1ccco1
39. COCCn1nnnc1SCC(=O)c1ccc(F)cc1
40. CCC(=O)Nc1c(C(=O)N2CCN(c3ccccn3)CC2)cnn1-c1ccc(C)cc1

Screen / compound no.,33,34,35,36,37,38,39,40
Rad51 HR inh,-5,2,-2,-3,-2,2,8,2
eIF4E 4G PPI,-3,-5,7,1,2,4,-3,-1[fluorescence artefact?]
p97 inhibitor,-2,-1,4,-4,6,-3,2,5
14-3-3 Bad PPI,-5,-9,-5,-10,2,-16,7,0
KLK5 inh,13,-21,-22,3,-7,-33,-14,-8
FXIIa inh 1536,11,-7,14,1,8,9,17,12
Mdm2 ligase inh,-10,-18,-4,-7,-20,-13,6,-16
FXIa inh 1536,6,-6,7,-2,-2,-15,10,9
Wee1 stabilizer,-2,0,1,-3,-2,0,1,-1

41. Cc1ccccc1Cn1nc(C)c(NC(=O)c2nc3n(n2)C(C(F)F)CC(C)N3)c1C (stereo not drawn)
42. CC(C)c1c(Cl)c(O)c(-c2ccccc2)c(=O)n1-c1ccc(F)cc1
43. CC(CNS(=O)(=O)c1cc(Cl)ccc1Cl)CN(C)C (stereo not drawn)
44. CCOc1ncccc1C(=O)NCc1ccc(C)cc1
45. Cc1ccc(C(=O)Nc2ccc(-c3csc(C)n3)cc2)cc1
46. CCOc1ccc(NC(=O)CNC(=O)COc2ccccc2)cc1
47. O=C(CN(c1cccc([N+](=O)[O-])c1)S(=O)(=O)c1ccccc1)N(Cc1ccccc1)Cc1ccccc1
48. C=CCNc1c2c(nc3nnnn13)CCCC2

Screen / compound no.,41,42,43,44,45,46,47,48
Rad51 HR inh,2,13,1,1,-4,7,-8,-4
eIF4E 4G PPI,-2,23,1,0[fluorescence artefact?],0,3,0[fluorescence artefact?],-1
p97 inhibitor,1,4,0,5,1,5,-4,5
14-3-3 Bad PPI,1,88*,-9,2,-3,-2,-4,3
KLK5 inh,-6,-2,-9,4,-10,-4,2,-1
FXIIa inh 1536,-2,15,13,5,0,4,9,6
Mdm2 ligase inh,-2,8,1,-14,-5,-22,-23,-30
FXIa inh 1536,-6,11,1,2,-13,13,-3,4
Wee1 stabilizer,-2,-2,1,2,1,0,0,-2

49. COC(=O)Nc1nc2ccc(C(=O)c3ccc(F)cc3)cc2[nH]1
50. Cc1ccc(OCCCn2cc(C#N)c3ccccc32)cc1
51. Cc1ccc(NC(=O)N2CCCc3ccccc32)cc1
52. O=C(NCCSc1c[nH]c2ccccc12)c1ccco1
53. O=C(O)c1ccc2nc(CO)[nH]c2c1
54. C=CCN1C(=O)/C(=C\c2ccc(OC(=O)c3ccco3)c(OC)c2)SC1=S
55. CCN1CCCC1CNC(=O)Cn1cc2c(n1)CCC(C)C2 (stereo not drawn)
56. CC1=CC(C)(C)[N+](C)(C)c2ccc(C)cc21
57. Cc1ccc(-c2nnc(CCC(=O)NCc3csc(C)n3)o2)s1
58. COC(=O)Cc1cc(=O)n2[nH]c(C(F)(F)F)nc2n1

Screen / compound no.,49,50,51,52,53,54,55,56,57,58
Rad51 HR inh,4,-3,4,-1,-8,14,-6,-1,-5,-15
eIF4E 4G PPI,0,5,2,1[fluorescence artefact?],-4[fluorescence artefact?],-3,-1,4,-7,-2[fluorescence artefact?]
p97 inhibitor,5,-3,4,5,-3,2,2,10,0,-3
14-3-3 Bad PPI,5,-2[fluorescence artefact?],-1,-4,15,-14,6[fluorescence artefact?],10,-5,66[fluorescence artefact?]
KLK5 inh,.,0,3,0,-15,2,-5,10,0,3
FXIIa inh 1536,.,16,5,19,12,9,17,-1,12,3
Mdm2 ligase inh,.,-5,-3,-5,-5,-15,-11,-7,-6,-3
FXIa inh 1536,.,8,3,1,-8,-2,5,-5,-1,4
Wee1 stabilizer,6,0,3,2,2,1,-1,1,2,-2
